Assay outcomes (PubChem BioAssay)
GPR55 activation – GPR55 agonists via beta-arrestin recruitment, primary screen, imaging, U2OS cells, beta-arrestin-GFP redistribution (AID 1961); 290,000 compounds, 0.048% hits; one-dose activation, % at 10 µM; EC50 in µM for titrated hits; U2OS GPR55 beta-arrestin-GFP redistribution imaging; higher % means a stronger effect;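 active = activation above 40% with more than 50 cells counted in the well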;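 note: U2OS osteosarcoma cells stably expressing GPR55 and beta-arrestin-GFP; plate controls were DMSO negative control for no effect and LPI positive control for full effect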
KOR beta-arrestin-1 – kappa opioid receptor blockers – cell-based, luminescence, uHTS (AID 1778); KOR beta-arrestin recruitment, luminescence, antagonist mode; higher % means a stronger effect; one-dose inhibition, % at 10 µM; IC50 in µM for titrated hits; 290,000 compounds, 0.091% hits; note: strong numbers were not always called active
NOD2 inhibition – NOD2 signaling inhibitors, cell-based, luminescence, uHTS, HEK293 (AID 1566). one-dose inhibition, % at 4 µM; EC50 in µM for titrated hits. HEK293 NOD2/NF-kB luciferase reporter, luminescence; higher % means a stronger effect. 290,000 compounds, 0.63% hits; note: many of its hits are not listed in these tables
ER stress rescue – rescue of cells from ER stress-induced death, primary screen, 384-well, CSM14.1, thapsigargin, ATP luminescence (AID 1222). CSM14.1 thapsigargin-induced death rescue, ATP luminescence; higher % means a stronger effect. cellular ATP content (survival), % at 20 µM, or EC50 in µM where a hit was titrated. 190,000 tested, under 10 active;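 active = EC50 below 50 µM in the dose-response confirmation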;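 note: death triggered by thapsigargin at about 15 µM added after 2 h compound pretreatment; cell ATP read after overnight thapsigargin exposure of roughly 18 to 22 hours; normalized against plate controls of thapsigargin alone and 5% DMSO vehicle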
TNAP activators – human TNAP enzyme activators, primary screen, biochemical, luminescent, no phosphate acceptor, uHTS (AID 1001) | purified TNAP, luminescent activation assay, no phosphate acceptor; higher activation fold means a stronger effect | one-dose activation fold at 20 µM; EC50 in µM for titrated hits | 200,000 compounds, 0.03% hits; in the data active = activation fold from about 3, or a potency from the dose series; inactive = the rest, 99 in 100 with activation fold below about 1.6; note: many of its hits are not listed in these tables
NTR1 agonist – NTR1-driven beta-arrestin-GFP spot formation – imaging, U2OS cells, high content, primary screen (AID 493036); P30989; agonist mode; activation, % at 20 µM; 330,000 compounds, 0.17% hits;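 active = activation at or above 40% of the spot to cytoplasm intensity ratio, with at least 20 cells analyzed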;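 note: 0% = DMSO without peptide and 100% = 100 nM NTR1 peptide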
Target sequence (P30989 whole entry, looked up): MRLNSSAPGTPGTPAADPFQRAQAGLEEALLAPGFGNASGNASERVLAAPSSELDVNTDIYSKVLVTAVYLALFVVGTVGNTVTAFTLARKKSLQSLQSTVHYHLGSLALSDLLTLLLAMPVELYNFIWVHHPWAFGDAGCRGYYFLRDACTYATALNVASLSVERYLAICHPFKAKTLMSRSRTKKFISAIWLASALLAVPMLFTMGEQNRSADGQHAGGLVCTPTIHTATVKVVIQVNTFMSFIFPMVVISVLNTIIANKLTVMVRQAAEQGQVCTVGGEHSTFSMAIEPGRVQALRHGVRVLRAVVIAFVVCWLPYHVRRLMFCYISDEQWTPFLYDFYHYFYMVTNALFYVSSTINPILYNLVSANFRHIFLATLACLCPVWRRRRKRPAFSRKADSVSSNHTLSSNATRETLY
Yfh1-depleted yeast – mitochondrial function rescue without frataxin homolog – Friedreich's ataxia, plus single-dose screen, dose response (AID 1465); 220,000 compounds, 0.074% hits; fold induction at 50 µM, or EC50 in µM where a hit was titrated; S. cerevisiae Yfh1-off respiration, WST-1 reduction, 72 h; higher fold induction means a stronger effect;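 active = fold induction of absorbance versus untreated yeast above a set limit, then at least 30% activation at any dose in follow-up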;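 note: activators that raise dye reduction in frataxin-depleted yeast; strong numbers were not always called active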
KOR beta-arrestin-2 – kappa opioid receptor activators – cell-based, luminescence, uHTS, primary screen (AID 1777). KOR beta-arrestin recruitment, luminescence; higher % means a stronger effect. one-dose activation, % at 10 µM; EC50 in µM for titrated hits. 280,000 compounds, 0.02% hits; in the data active = activation above about 50%, passing the limit was not always enough; note: a part of the inactive calls stands beside numbers as strong as those of hits
NOD1 inhibition – NOD1 signaling inhibitors, primary screen, cell-based, luminescence, uHTS (AID 1578); NOD1-driven NF-kB luciferase reporter cells, luminescence; higher % means a stronger effect; inhibition, % at 4 µM, or EC50 in µM where a hit was titrated; 290,000 compounds, 1% hits; in the data active = inhibition mostly above about 36%, no sharp cut-off; inactive = mostly below about 34%;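 note: HEK-293T reporter cells stimulated with the NOD1 agonist gamma-tri-DAP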
NTR1 agonist cell count 20 µM – further read-out of NTR1 agonist, marked with its call; cell count; measured here: cell count, cytotoxicity flag
Starred values were filed as active, the others as inactive; [ ] = remark or other dose. Cut-off read from the data, not from the text of the source, unless noted: active = inhibition above about 50%; inactive = the rest. Only part of the results is shown. The share of hits here may be higher or lower than overall.

COc1ccc(-c2csc3ncn(-c4ccccc4OC)c(=O)c23)cc1OC was read as GPR55 activation 0.2%, KOR beta-arrestin-1 -15%, NOD2 inhibition -36%, ER stress rescue -0.6%, TNAP activators 1.1, NTR1 agonist 2.3, KOR beta-arrestin-2 3.6%, NOD1 inhibition -36% and NTR1 agonist cell count 20 µM 63.
`O=C(NC(NC(=S)Nc1ccccc1C(=O)O)C(Cl)(Cl)Cl)c1cccc([N+](=O)[O-])c1` (stereo not drawn) gave GPR55 activation -0.1%, KOR beta-arrestin-1 -12%, NOD2 inhibition -1%, ER stress rescue -1.4%, TNAP activators 1.1, NTR1 agonist -0.3, Yfh1-depleted yeast inactive, KOR beta-arrestin-2 2.0%, NOD1 inhibition 8% and NTR1 agonist cell count 20 µM 77.
`COc1ccc(/C=C2\SC(=O)N(CCC(=O)N(C)C3CCS(=O)(=O)C3)C2=O)cc1` (stereo not drawn) gave GPR55 activation -0.2%, KOR beta-arrestin-1 24%, NOD2 inhibition -4%, NTR1 agonist -0.5, KOR beta-arrestin-2 -3.0%, NOD1 inhibition -34% and NTR1 agonist cell count 20 µM 51.
`Cc1cc(Nc2ccc(Cl)cc2)nc(N)n1` gave GPR55 activation 0.0%, KOR beta-arrestin-1 -38%, NOD2 inhibition -32%, ER stress rescue -3.7%, TNAP activators 1.1, NTR1 agonist -0.4, Yfh1-depleted yeast inactive, KOR beta-arrestin-2 2.5%, NOD1 inhibition 2% and NTR1 agonist cell count 20 µM 77.
For CCOC(=O)Nc1cc(=O)c2ccccc2o1 the results were GPR55 activation 0.2%, KOR beta-arrestin-1 15%, NOD2 inhibition -7%, ER stress rescue -0.6%, TNAP activators 1.1, NTR1 agonist 2.7, Yfh1-depleted yeast inactive, KOR beta-arrestin-2 12%, NOD1 inhibition 10% and NTR1 agonist cell count 20 µM 52.
`O=C(C(=O)N1CCN(c2cccc(Cl)c2)CC1)c1cn(CC(=O)N2CCOCC2)c2ccccc12` gave GPR55 activation -0.2%, KOR beta-arrestin-1 7%, NOD2 inhibition 14%, NTR1 agonist 1.9, KOR beta-arrestin-2 0.7%, NOD1 inhibition -17% and NTR1 agonist cell count 20 µM 62.
For CCCCn1c(-c2ccoc2C)n[nH]c1=S the results were GPR55 activation -0.4%, KOR beta-arrestin-1 7%, NOD2 inhibition 12%, ER stress rescue -0.6%, TNAP activators 0.8, NTR1 agonist -1.0, Yfh1-depleted yeast inactive, KOR beta-arrestin-2 -0.2%, NOD1 inhibition -20% and NTR1 agonist cell count 20 µM 93.
CCN(CC)C(C)C(=O)Nc1c2c(cc3c1CCC3)CCC2 (stereo not drawn) was read as GPR55 activation 1.2%, KOR beta-arrestin-1 8%, NOD2 inhibition 5%, ER stress rescue 0.1%, TNAP activators 1.1, NTR1 agonist -1.1, Yfh1-depleted yeast inactive, KOR beta-arrestin-2 -2.3%, NOD1 inhibition -31% and NTR1 agonist cell count 20 µM 50.
Screening CC(=O)c1ccc(N(C(=O)CNC(=O)c2ccco2)C(C(=O)NC2CCCC2)c2ccco2)cc1 (stereo not drawn) returned GPR55 activation -0.2%, KOR beta-arrestin-1 -58%, NOD2 inhibition -12%, NTR1 agonist -0.7, KOR beta-arrestin-2 2.0%, NOD1 inhibition -41% and NTR1 agonist cell count 20 µM 70.
`COc1ccc(-n2c(SCC(=O)Nc3cccc4ccccc34)nc(O)cc2=O)cc1` gave GPR55 activation 0.0%, KOR beta-arrestin-1 21%, NOD2 inhibition 6%, NTR1 agonist 0.7, Yfh1-depleted yeast inactive, KOR beta-arrestin-2 -1.7%, NOD1 inhibition -2% and NTR1 agonist cell count 20 µM 53.
Screening CCOc1ccc(N(CC(=O)N2CCCCCC2)S(=O)(=O)c2ccc(C)cc2)cc1 returned GPR55 activation 0.9%, KOR beta-arrestin-1 8%, NOD2 inhibition 2%, NTR1 agonist -0.3, KOR beta-arrestin-2 11%, NOD1 inhibition 24% and NTR1 agonist cell count 20 µM 58.
CCOC(=O)c1cccc(NC(=O)C2CCCN(S(=O)(=O)c3cnc[nH]3)C2)c1 (stereo not drawn) was read as GPR55 activation -0.1%, KOR beta-arrestin-1 14%, NOD2 inhibition 15%, ER stress rescue 0.0%, TNAP activators 1.1, NTR1 agonist 7.6, Yfh1-depleted yeast inactive, KOR beta-arrestin-2 -4.0%, NOD1 inhibition 6% and NTR1 agonist cell count 20 µM 70.
`CCCCC1CCCC12NC(=O)NC2=O` (stereo not drawn) gave GPR55 activation -0.1%, KOR beta-arrestin-1 27%, NOD2 inhibition -3%, NTR1 agonist -1.1, Yfh1-depleted yeast inactive, KOR beta-arrestin-2 0.9%, NOD1 inhibition -2% and NTR1 agonist cell count 20 µM 65.
Screening Cc1ccc(-c2nn3c(C)nnc3c3ccccc23)cc1S(=O)(=O)NC(C)(C)CO returned GPR55 activation 0.6%, KOR beta-arrestin-1 -28%, NOD2 inhibition -12%, ER stress rescue -0.8%, TNAP activators 1.1, NTR1 agonist 0.8, Yfh1-depleted yeast inactive, KOR beta-arrestin-2 -3.7%, NOD1 inhibition -50% and NTR1 agonist cell count 20 µM 54.
For Cc1ccc(NC(=O)Nc2ccc3c(c2)OCO3)c(Br)c1 the results were GPR55 activation -0.2%, KOR beta-arrestin-1 16%, NOD2 inhibition -63%, NTR1 agonist 0.2, KOR beta-arrestin-2 3.3%, NOD1 inhibition -36% and NTR1 agonist cell count 20 µM 55.
For C=CCN(C1CCCCC1)S(=O)(=O)c1ccc2c(c1)oc(=O)n2C the results were GPR55 activation 0.2%, KOR beta-arrestin-1 -14%, NOD2 inhibition -1%, ER stress rescue 0.1%, TNAP activators 1.1, NTR1 agonist -1.8, Yfh1-depleted yeast inactive, KOR beta-arrestin-2 5.9%, NOD1 inhibition 3% and NTR1 agonist cell count 20 µM 65.
Screening Cc1cc(=O)oc2c3c(cc(OCC(=O)N[C@H](C(=O)O)c4ccccc4)c12)OC(C)(C)CC3 returned GPR55 activation -0.1%, KOR beta-arrestin-1 -51%[20 µM], NOD2 inhibition 0%, NTR1 agonist 2.6, KOR beta-arrestin-2 5.5%, NOD1 inhibition -16% and NTR1 agonist cell count 20 µM 75.
COc1ccccc1CN1CC(C(=O)N(C)Cc2ccc(C)o2)CCC1=O (stereo not drawn) was read as GPR55 activation -0.1%, KOR beta-arrestin-1 -26%, NOD2 inhibition 11%, NTR1 agonist 0.0, KOR beta-arrestin-2 -2.9%, NOD1 inhibition -20% and NTR1 agonist cell count 20 µM 68.
Cc1ccc(C(=O)c2ccccc2C(=O)O)cc1C was read as GPR55 activation 0.0%, KOR beta-arrestin-1 -30%, NOD2 inhibition -3%, ER stress rescue -1.5%, TNAP activators 1.1, NTR1 agonist -0.2, Yfh1-depleted yeast inactive, KOR beta-arrestin-2 2.8%, NOD1 inhibition -30% and NTR1 agonist cell count 20 µM 67.
For O=C(O)c1cc(-c2ccc3c(c2)OCO3)nc2ccc(Br)cc12 the results were GPR55 activation -0.1%, KOR beta-arrestin-1 -51%[20 µM], NOD2 inhibition -36%, ER stress rescue -2.8%, TNAP activators 1, NTR1 agonist 0.4, Yfh1-depleted yeast inactive, KOR beta-arrestin-2 -3.2%, NOD1 inhibition -66% and NTR1 agonist cell count 20 µM 45.

The closing two compounds of the section before open the next one.
Cc1ccc(C(=O)c2ccccc2C(=O)O)cc1C was read as GPR55 activation 0.0%, KOR beta-arrestin-1 -30%, NOD2 inhibition -3%, ER stress rescue -1.5%, TNAP activators 1.1, NTR1 agonist -0.2, Yfh1-depleted yeast inactive, KOR beta-arrestin-2 2.8%, NOD1 inhibition -30% and NTR1 agonist cell count 20 µM 67.
For O=C(O)c1cc(-c2ccc3c(c2)OCO3)nc2ccc(Br)cc12 the results were GPR55 activation -0.1%, KOR beta-arrestin-1 -51%[20 µM], NOD2 inhibition -36%, ER stress rescue -2.8%, TNAP activators 1, NTR1 agonist 0.4, Yfh1-depleted yeast inactive, KOR beta-arrestin-2 -3.2%, NOD1 inhibition -66% and NTR1 agonist cell count 20 µM 45.
For Cc1cccc(C(=O)NCC(c2ccc(F)cc2)N2CCOCC2)c1 (stereo not drawn) the results were GPR55 activation -0.7%, KOR beta-arrestin-1 17%, NOD2 inhibition 9%, ER stress rescue -0.6%, TNAP activators 1, NTR1 agonist -0.2, Yfh1-depleted yeast inactive, KOR beta-arrestin-2 -3.3%, NOD1 inhibition -10% and NTR1 agonist cell count 20 µM 52.
COc1ccc(CC2(CO)CCN(Cc3cccn3-c3ccccn3)CC2)cc1 was read as GPR55 activation -0.2%, KOR beta-arrestin-1 0%[20 µM], NOD2 inhibition 13%, ER stress rescue -1.4%, TNAP activators 1.1, NTR1 agonist -1.2, Yfh1-depleted yeast inactive, KOR beta-arrestin-2 -6.1%, NOD1 inhibition -22% and NTR1 agonist cell count 20 µM 68.
Screening COC(=O)c1sccc1N/N=C/c1cccc(Oc2ccccc2)c1 returned GPR55 activation 0.1%, KOR beta-arrestin-1 -14%, NOD2 inhibition -9%, ER stress rescue 2.0%, TNAP activators 1.1, NTR1 agonist 5.2, Yfh1-depleted yeast inactive, KOR beta-arrestin-2 1.0%, NOD1 inhibition -19% and NTR1 agonist cell count 20 µM 73.
CC(=O)Nc1c(C(=O)c2ccc(F)cc2)oc2ccccc12 was read as GPR55 activation -0.1%, KOR beta-arrestin-1 10%, NOD2 inhibition -4%, ER stress rescue 0.0%, TNAP activators 1.1, NTR1 agonist 0.1, Yfh1-depleted yeast inactive, KOR beta-arrestin-2 -7.0%, NOD1 inhibition -4% and NTR1 agonist cell count 20 µM 95.
Screening CNC(=O)CCCCCNS(=O)(=O)c1ccc(C)cc1 returned GPR55 activation 1.2%, KOR beta-arrestin-1 -3%, NOD2 inhibition 8%, ER stress rescue 2.1%, TNAP activators 1.1, NTR1 agonist 0.2, Yfh1-depleted yeast inactive, KOR beta-arrestin-2 9.9%, NOD1 inhibition -22% and NTR1 agonist cell count 20 µM 61.
COc1ccc(-c2nc(SCC(=O)NC3CCCC3)c(-c3ccc(OC)cc3)[nH]2)cc1 was read as GPR55 activation 0.2%, KOR beta-arrestin-1 3%, NOD2 inhibition 20%, ER stress rescue 2.0%, TNAP activators 1.1, NTR1 agonist 1.8, KOR beta-arrestin-2 0.4%, NOD1 inhibition -6% and NTR1 agonist cell count 20 µM 50.
Screening NC(=O)C(c1ccc(Cl)cc1)c1ccc(Sc2ccc(Cl)cc2)nn1 (stereo not drawn) returned GPR55 activation -0.1%, KOR beta-arrestin-1 -2%, NOD2 inhibition 13%, ER stress rescue -1.0%, TNAP activators 1, NTR1 agonist 6.8, Yfh1-depleted yeast inactive, KOR beta-arrestin-2 0.1%, NOD1 inhibition 6% and NTR1 agonist cell count 20 µM 51.
